Screening data deposited in PubChem by National Center for Advancing Translational Sciences (NCATS).
GRP78 ERSR act – inducers of ER stress response in human glioma cells | U87-MG GRP78 promoter luciferase reporter, 16 h | Potency, µM, inactives show at the top dose activation, usual class: activators | 420,000 compounds, 0.02% hits | AID 602332; note: potency is the fitted concentration of half-maximal effect; series mostly up to about 76 µM; % of control where 0% means no effect; nearly all actives have a fitted effect of over 35% in size
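Stably transfected U87-MG glioma cells carrying a GRP78-based luciferase sensor; 16 h compound incubation. Luminescence end-point read 10 min after Bright-Glo addition at room temperature.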
Vif-APOBEC3F blk – blocks the Vif interaction with APOBEC3F; HeLa A3F-eYFP + Vif (tagged APOBEC3F with the HIV-1 protein that degrades it), YFP fluorescence increase; Potency, µM (titrated, usually from 46.1 µM), for inactives: top-dose activity, negative = active; 390,000 compounds, 0.2% hits; AID 602313; note: potency is the fitted concentration of half-maximal effect; % of control where 0% means no effect; nearly all actives have a fitted effect of over 65% in size
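Fluorescence increase (Ex 488/Em 500-530) after overnight compound treatment at 37 deg C flags inhibition of Vif-driven A3F-eYFP loss in stable HeLa A3F-eYFP/Vif cells seeded overnight beforehand.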
D1 antagonist – antagonists of human D1 dopamine receptor | HEK293 TREx D1 cells, calcium flux, dopamine EC80; active compounds read low | P21728 | 360,000 compounds, 3.2% hits | activity change, negative = inhibition, % at 10 µM | AID 504652; in the data active = activity change below about -30%; note: % is set by controls: 0 for no effect and ±100 for the full control effect
Target sequence (P21728 whole entry, looked up): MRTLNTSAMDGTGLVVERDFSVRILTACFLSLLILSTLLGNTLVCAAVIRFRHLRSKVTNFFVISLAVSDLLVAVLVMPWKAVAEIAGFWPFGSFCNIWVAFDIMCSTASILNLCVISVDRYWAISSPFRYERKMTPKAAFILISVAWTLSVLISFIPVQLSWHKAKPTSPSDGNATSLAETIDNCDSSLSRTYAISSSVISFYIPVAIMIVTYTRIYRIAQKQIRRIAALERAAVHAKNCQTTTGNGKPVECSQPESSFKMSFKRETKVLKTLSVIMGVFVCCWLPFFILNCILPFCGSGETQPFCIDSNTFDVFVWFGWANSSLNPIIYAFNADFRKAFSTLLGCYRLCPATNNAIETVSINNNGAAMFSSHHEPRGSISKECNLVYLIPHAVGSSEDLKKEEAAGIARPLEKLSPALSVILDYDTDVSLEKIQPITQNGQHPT
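Cells carrying a force-coupled, tetracycline-inducible human D1 receptor report calcium flux. Each well gets a 10 s baseline, compound with 180 s monitoring, then an EC80 dopamine stimulus with a second 180 s kinetic read.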
Vif-APOBEC3G blk – inhibitors of Vif-APOBEC3G interaction; Q9HC16; HeLa A3G-eYFP + Vif (tagged APOBEC3G with the HIV-1 protein that degrades it), YFP fluorescence, overnight; Potency, µM (top dose mostly 46.1 µM), for the others: at the highest dose activity, negative = active, hits mostly inhibitors; 410,000 compounds, 0.076% hits;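 note: potency is the fitted concentration of half-maximal effect; % is set by controls: 0 for no effect and ±100 for the full control effect; nearly all actives have a fitted effect of over 60% in size; hits raise eYFP signal because A3G escapes Vif-driven loss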
Target sequence (Q9HC16 whole entry, looked up): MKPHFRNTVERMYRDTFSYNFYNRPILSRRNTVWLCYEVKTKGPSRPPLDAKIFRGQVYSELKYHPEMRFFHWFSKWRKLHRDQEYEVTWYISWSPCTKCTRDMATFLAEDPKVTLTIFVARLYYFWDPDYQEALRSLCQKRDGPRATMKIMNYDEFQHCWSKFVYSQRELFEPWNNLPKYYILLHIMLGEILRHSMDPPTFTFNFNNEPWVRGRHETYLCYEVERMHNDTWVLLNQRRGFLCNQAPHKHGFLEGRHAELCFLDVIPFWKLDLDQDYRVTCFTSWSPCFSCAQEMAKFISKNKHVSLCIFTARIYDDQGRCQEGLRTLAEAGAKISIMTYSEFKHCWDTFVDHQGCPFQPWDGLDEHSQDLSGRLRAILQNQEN
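Read-out is eYFP fluorescence (Ex 488/Em 500-530) from Vif-expressing HeLa A3G-eYFP cells; more signal means A3G escaped Vif-mediated degradation. Cells plated overnight, compound pinned in, incubated overnight at 37 deg C.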
LDHA block – blocks human lactate dehydrogenase A. purified LDHA, NADH/diaphorase-resazurin fluorescence; active compounds read low. 480,000 compounds, 0.15% hits. activity change, % (values are at about 110 or 230 µM). P00338; in the data active = activity change below about -30%; inconclusive = mostly about -25% to -30%;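 note: plate controls were DMSO wells for no effect and wells without enzyme for full effect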
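Human LDH5 at 2 nM final in Tris HCl pH 7.4 with 0.06 mM NADH and 0.2 mM pyruvate, reacted 5 minutes at room temperature. Remaining NADH coupled via diaphorase/resazurin; resorufin fluorescence read at 0 and 20 minutes, normalized to enzyme-free and DMSO wells.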
RXFP1 agonist – RXFP1 (human) receptor agonism | 370,000 compounds, 0.3% hits | Q9HBX9 | HEK293T-RXFP1 cAMP TR-FRET, 30 min; response scale: percent of porcine relaxin response, buffer zero | Potency, µM (titrated, usually from 57.5 µM), without a hit: at the top dose activation, most hits filed as activators; note: potency is the fitted concentration of half-maximal effect; % is set by controls: 0 for no effect and ±100 for the full control effect; nearly all actives have a fitted effect of over 60% in size; many of its hits are not listed in these tables
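HEK293T cells stably expressing RXFP1 were pretreated with the PDE4 inhibitor Ro 20174, exposed to compounds for 30 min at 37C, lysed, and cAMP was read by TR-FRET. Data normalized to buffer (basal) and 29 nM porcine relaxin (100%).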
D1 potentiator – enhances dopamine response at the human D1 receptor; 360,000 compounds, 0.036% hits; HEK293 TREx D1 cells, calcium flux, dopamine EC20 potentiation; P21728; potentiation, % at 10 µM; in the data active = potentiation above about 30%; note: 0% is about no effect
D1 agonist – activates the human D1 dopamine receptor | 360,000 compounds, 1% hits | AID 504660 | P21728 | activation, % at 2 µM | HEK293 T-REx D1 cells, calcium flux, agonist mode; in the data active = activation above about 30%; note: 0% is about no effect
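Agonism was scored from calcium flux recorded over 180 s (1 read/s) after pintool compound addition, following a 10-cycle baseline. Cells were inducible force-coupled HEK293 TREx D1, plated overnight at 30 C and loaded with no-wash calcium dye.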
D2 PAM – positively modulates the human D2 dopamine receptor allosterically; 340,000 compounds, 0.34% hits; P14416; potentiation, % at 10 µM; HEK293 T-REx D2, calcium flux, EC20 dopamine potentiation;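 active = potentiation over 3 SD above the plate norm, cut at about 30% in these data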; note: 0% is about no effect
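Potentiation of an EC20 dopamine calcium response is measured in a force-coupled, tetracycline-inducible Hek293 Trex D2 line. Compound-only kinetic reads over 180 s flag agonists before dopamine addition.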
Active calls of the source: *; ? = inconclusive; . = no result given; & = joins results of further samples. Unless noted, calls come from the whole dose curve; as a rule, active = well fitted curve in the direction sought with a large enough effect; inconclusive = small, poorly fitted or top-dose-only effect, or another doubt; inactive = no such curve, though single readings can be large; an effect the other way counts as inactive or inconclusive. An excerpt (hit frequency here may not be typical).

Values run as follows: GRP78 ERSR act, Vif-APOBEC3F blk, D1 antagonist, Vif-APOBEC3G blk, LDHA block, RXFP1 agonist, D1 potentiator, D1 agonist, D2 PAM
#1 CCC(CO)N=CC1=C(O)CC(c2ccccc2)CC1=O (centres undefined)
    0%, 9%, 11, 0%, -11, -0.7%, -3, -2, -8
#2 COc1ccc(NC(=O)CNC(=O)Cn2c(C)cc3ccccc3c2=O)cc1OC
    -4%&-2%, -12%&3%, -2&4, -1%&-1%, -2&-7, 0.3%&3.1%, -2&0, 2&1, -1&11
#3 CC(C(=O)Nc1ncc([N+](=O)[O-])s1)N1C(=O)c2ccccc2S1(=O)=O (centres undefined)
    -1%, 6%, -35*, 1%, -6, 2.1%, -4, 4, 8
#4 O=c1c2ccccc2ncn1CCCSc1ccccc1
    -1%, 1%, ., 0%, 3, 1.0%, ., ., .
#5 COc1ccc(CCNC(=O)CSc2ccc(NC(C)=O)cc2)cc1OC
    -1%, -28%, 2, -5%, -10, 1.6%, -2, 2, 12
#6 CC1=N/C(=C/c2ccco2)C(=O)O1
    -5%, 0%, -3, 1%, -3, -0.1%, 0, 8, -6
#7 Cc1cccc(NC(=O)c2nc[nH]c2C(=O)NCCCCNC(=O)c2[nH]cnc2C(=O)Nc2cccc(C)c2)c1
    -3%, -6%, ., 3%, 1, ., ., ., .
#8 COc1cn(-c2ccccc2)nc1C(=O)Nc1ccccc1
    ?, 6%, 2, 0%, -5, -0.4%, -4, 1, 9
#9 O=[N+]([O-])c1cccc(N(CC2CO2)S(=O)(=O)c2ccccc2)c1 (centres undefined)
    -4%, 4%, 11, 0%, 2, 2.4%, -12, -1, .
#10 Cc1ccc(C(c2ccccc2)c2c(C)[nH]c3ccccc23)s1 (centres undefined)
    3%, -2%, -12, -15%, ?, 5.8%, -4, 20, -12
#11 CC(CC(=O)Nc1cccc(Cl)c1)c1ccccc1 (centres undefined)
    1%, -17%, 8, 1%, 2, 0.7%, -4, 10, -15
#12 CN1CCc2c1nc1ccccc1c2NC(=O)CN1CCCC1
    0%, 11%, -13, 0%, -22, 0.4%, -3, 1, 0
#13 COc1cc(OC)cc(C(=O)OCC(=O)Nc2ccc(F)cc2F)c1
    -7%, -5%, 4, -1%, 0, 1.9%, 0, 4, -2
#14 CCc1cccc(NC(=O)Cn2c(=O)n(Cc3ccccc3)c(=O)c3c(C)c(C(=O)N(C)C)sc32)c1
    -5%, 4%, 29, 0%, -5, -0.1%, -1, 1, 1
#15 O=C(CN1C(=O)C(=O)N(C2CCCC2)C1=O)Nc1ccc([N+](=O)[O-])cc1
    -7%, 0%, -15, 0%, -5, 11%, 2, 3, -4
#16 CCCCNC(=O)Nc1nc2ccc(CC)cc2s1
    1%, -21%, 13, 0%, -15, 1.8%, 2, 5, 16
#17 CCc1cc(C(=O)N2CCN(c3ccccc3)CC2)no1
    2%, 1%, 4, 3%, -3, 8.4%, 1, -1, 4
#18 O=C1CNC(=O)N1CC(=O)N1CCCc2ccccc21
    -5%, 13%, -6, -6%, 0, -0.6%, -2, 2, -5
#19 CCCCCSc1nnc2c(n1)OC(CC)Nc1ccc(Br)cc1-2 (centres undefined)
    -2%, 1%, -18, 8%, -4, 0.5%, -3, 1, .
#20 CN(C)S(=O)(=O)c1ccc(S(=O)(=O)N2CCN(CCC#N)CC2)cc1
    -5%, 1%, -33*, 1%, -1, 0.0%, -4, -1, -1
#21 COC(=O)c1sccc1S(=O)(=O)N1CCCC(N(C)CCc2ccccn2)C1 (centres undefined)
    -3%, -15%, -35*, -1%, -4, 1.5%, -5, 4, 1
#22 Cn1c(C(=O)NCCN2CCOCC2)cc2sccc21
    -1%, -2%, 13, 0%, -2, 0.0%, 1, 0, -18
#23 CCCN1C(=O)C(=O)N(CC(=O)c2cc(C)n(C3CC3)c2C)C1=O
    -1%, -4%, -4, -5%, -2, -0.3%, -5, 0, 0
#24 Cc1ccc(-n2nc3c(c2NC(=O)c2ccco2)CS(=O)C3)c(C)c1 (centres undefined)
    -1%, -13%, -16, 2%, -9, -0.9%, 0, 0, -1
#25 COc1cc(/C=N\NC(=O)CN2CCOCC2)ccc1OCC(=O)Nc1ccc(C)c(C)c1
    4%, -6%, ., 1%, -5, -0.1%, ., ., .
#26 COc1ccc(OC(=O)C2CC(=O)N(c3ccc(C)cc3)C2)cc1 (centres undefined)
    2%, 8%, -17, 0%, -4, 1.1%, -4, 2, 7
#27 CSc1nc(C)cc(SCCO)n1
    -7%, -8%, -20, -4%, -18, 0.8%, -2, 1, 4
#28 COc1cccc(NC(=O)CC(=O)Nc2ccc3nc4n(c(=O)c3c2)CCCCC4)c1
    5%, -6%, -1, 1%, -4, 4.2%, -2, 0, -9
#29 O=C(O)c1ccc(S(=O)(=O)N2CCCC2)cc1
    -6%, -2%, 5, 0%, 5, 0.2%, -2, 1, 4
#30 COCc1c(C(=O)NC2CCCCC2)sc2cccc(F)c12
    1%, -6%, -11, 3%, -1, 6.8%, 0, 5, -9

A run of entries taken from the entries so far, for reference:
Values run as follows: GRP78 ERSR act, Vif-APOBEC3F blk, D1 antagonist, Vif-APOBEC3G blk, LDHA block, RXFP1 agonist, D1 potentiator, D1 agonist, D2 PAM
#1 CCC(CO)N=CC1=C(O)CC(c2ccccc2)CC1=O (centres undefined)
    0%, 9%, 11, 0%, -11, -0.7%, -3, -2, -8
#2 COc1ccc(NC(=O)CNC(=O)Cn2c(C)cc3ccccc3c2=O)cc1OC
    -4%&-2%, -12%&3%, -2&4, -1%&-1%, -2&-7, 0.3%&3.1%, -2&0, 2&1, -1&11
#3 CC(C(=O)Nc1ncc([N+](=O)[O-])s1)N1C(=O)c2ccccc2S1(=O)=O (centres undefined)
    -1%, 6%, -35*, 1%, -6, 2.1%, -4, 4, 8
#4 O=c1c2ccccc2ncn1CCCSc1ccccc1
    -1%, 1%, ., 0%, 3, 1.0%, ., ., .

Other compounds.
Values run as follows: GRP78 ERSR act, Vif-APOBEC3F blk, D1 antagonist, Vif-APOBEC3G blk, LDHA block, RXFP1 agonist, D1 potentiator, D1 agonist, D2 PAM
#31 CN(C(=O)COC(=O)c1ccccc1SCC(=O)NC1CCCCCCC1)C1CCS(=O)(=O)C1 (centres undefined)
    -1%, 3%, -23, -1%, -5, 0.9%, -2, 2, 0
#32 Cc1ccc(N(CC(=O)O)S(C)(=O)=O)cc1Cl
    -3%, -10%, -11, 0%, -7, 0.2%, -6, 4, -10
#33 Cc1nnc(NC(=O)C(=O)c2cc(C)n(-c3ccc(C)c(C)c3)c2C)s1
    -1%, 1%, 1, -6%, 0, -1.1%, -1, 3, 0
#34 COCC(=O)Nc1cc(C)cn(Cc2c(F)cccc2Cl)c1=O
    -5%, 13%, 2, -6%, 6, 3.4%, 5, 1, -7
#35 Cc1ccc(C)n1-c1ccc(C(=O)N/N=C/c2ccncc2)cc1
    -4%, -16%, -17, -2%, -5, 2.5%, -10, 2, -5
#36 Cc1ccc(-n2c3c(cc(C(=O)NCC(=O)c4ccccc4)c2=O)C(=O)CCC3)cc1
    -3%, -13%, -3, -1%, 4, ?, 5, 2, .
#37 CCCCC(CC)C(=O)Nc1cc(C(=O)NCc2ccc(C)cc2)ccc1N1CCC2(CC1)CC(c1ccccc1)=NO2 (centres undefined)
    -4%, -3%, 6, -1%, 3, 1.7%, -1, 2, -16
#38 COc1ccc2c([N+](=O)[O-])c(N3CCOCC3)[nH]c2c1
    -2%, 1%, ., -1%, 2, ., ., ., .
#39 COc1ccc(/C=N/n2c(C)cc(C)cc2=O)cc1
    -3%, -2%, -1, -6%, -2, 1.1%, 3, 4, .
#40 CCC(=O)Nc1ccc(C(=O)CSc2nnc(-c3ccc(NS(C)(=O)=O)cc3)n2C)cc1OC
    -3%, -4%, -13, -2%, -1, -2.2%, 2, 1, -6
#41 CCCN(CCC)CCNC(=O)c1nn(C)c2c1CS(=O)(=O)c1ccccc1-2
    -1%, 4%, -2, 2%, 5, -0.3%, -5, 0, 2
#42 O=C(CS(=O)c1ccccc1[N+](=O)[O-])Oc1ccc(Br)cc1 (centres undefined)
    -8%, 6%, -1, -3%, -2, -0.1%, -5, 2, -1
#43 CS(=O)(=O)N(CC(=O)NCc1ccc2c(c1)OCO2)c1ccccc1
    -1%, -12%, 4, -4%, -3, 0.6%, 0, 0, 9
#44 COc1ccc(NC(=O)C2CCN(C(=O)Nc3ccccc3)CC2)cc1S(=O)(=O)N(C)C
    -1%, 4%, -17, -1%, -9, 0.4%, -10, 3, -30
#45 COc1ccc(NC(=O)CN(C)CC(=O)c2[nH]c(C)c(C(C)=O)c2C)cc1
    2%, 3%, -4, 0%, 1, 0.3%, -4, 1, -1
#46 Cc1ccc(NC(=O)CSc2nnc(-c3cccs3)o2)cc1S(=O)(=O)N(C)C
    ., ., 19, ., ., 0.3%, -2, 1, 0

4 structures out of the list, ordered by formula weight, descending:
Values run as follows: GRP78 ERSR act, Vif-APOBEC3F blk, D1 antagonist, Vif-APOBEC3G blk, LDHA block, RXFP1 agonist, D1 potentiator, D1 agonist, D2 PAM
#45 COc1ccc(NC(=O)CN(C)CC(=O)c2[nH]c(C)c(C(C)=O)c2C)cc1
    2%, 3%, -4, 0%, 1, 0.3%, -4, 1, -1
#43 CS(=O)(=O)N(CC(=O)NCc1ccc2c(c1)OCO2)c1ccccc1
    -1%, -12%, 4, -4%, -3, 0.6%, 0, 0, 9
#35 Cc1ccc(C)n1-c1ccc(C(=O)N/N=C/c2ccncc2)cc1
    -4%, -16%, -17, -2%, -5, 2.5%, -10, 2, -5
#38 COc1ccc2c([N+](=O)[O-])c(N3CCOCC3)[nH]c2c1
    -2%, 1%, ., -1%, 2, ., ., ., .
